AmpC inh det: AmpC beta-lactamase inhibition, detergent assay; P00811; Potency, µM (titrated, usually from 28.7 µM), for inactives: top-dose activity change, negative = inhibition; purified AmpC, nitrocefin hydrolysis with detergent; 71,000 compounds, 0.09% hits; AID 584; active means well fitted curve in the direction sought with a large enough effect
Target sequence (P00811 whole entry, looked up): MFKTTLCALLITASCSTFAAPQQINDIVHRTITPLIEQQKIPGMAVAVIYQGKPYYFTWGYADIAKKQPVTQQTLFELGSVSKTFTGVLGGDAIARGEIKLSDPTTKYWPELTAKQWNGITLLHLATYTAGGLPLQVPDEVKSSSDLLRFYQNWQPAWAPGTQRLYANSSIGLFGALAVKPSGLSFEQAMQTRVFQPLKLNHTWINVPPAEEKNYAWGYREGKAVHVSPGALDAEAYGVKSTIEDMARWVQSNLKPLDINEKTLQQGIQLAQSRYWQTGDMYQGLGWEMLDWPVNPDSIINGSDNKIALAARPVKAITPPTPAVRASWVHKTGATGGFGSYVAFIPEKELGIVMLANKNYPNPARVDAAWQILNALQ
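E. coli AmpC (5.3 nM) in 20 mM phosphate pH 7.0 with 0.01% Triton X-100, preincubated 15 min RT with compound; nitrocefin (2 uL of 800 uM stock) hydrolysis followed by 480 nm absorbance every 20 s over 4 min.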
Active calls of the source: *; & = joins results of further samples; [ ] = dose if it differs, or a comment. On the % scale 0 is the no-effect control and ±100 the full control effect; potency means the concentration at half of the fitted maximal effect. This is a subset; rates above refer to the full screens.

A first look, four compounds:
item	Compound	AmpC inh det
1	COc1ccc(C(=O)N2CCC(C(=O)Nc3ccccc3OC)CC2)cc1	-3%
2	COc1ccc(-c2cc(C(=O)Nc3cc(C)n(Cc4ccc(Cl)cc4)n3)no2)cc1OC	-3%
3	O=C(NCCc1ccc(Cl)cc1)C1CCN(S(=O)(=O)N2CCC3(CC2)OCCO3)CC1	0%
4	CCOC(=O)c1oc2cc(OCC(N)=O)ccc2c(=O)c1-c1ccc(OC)c(OC)c1	-2%

This part in full, repeating the preview:
item	Compound	AmpC inh det
1	COc1ccc(C(=O)N2CCC(C(=O)Nc3ccccc3OC)CC2)cc1	-3%
2	COc1ccc(-c2cc(C(=O)Nc3cc(C)n(Cc4ccc(Cl)cc4)n3)no2)cc1OC	-3%
3	O=C(NCCc1ccc(Cl)cc1)C1CCN(S(=O)(=O)N2CCC3(CC2)OCCO3)CC1	0%
4	CCOC(=O)c1oc2cc(OCC(N)=O)ccc2c(=O)c1-c1ccc(OC)c(OC)c1	-2%
5	COc1ccccc1CCNS(=O)(=O)c1c(C)n(C)c(=O)n(C)c1=O	9%
6	CC(=O)Nc1nonc1NC(=O)CSc1nc2ccccc2o1	4%
7	CSc1nc2ccccc2n1CC(=O)N1CCCCC1	8%
8	Cc1sc2nc(SCC(=O)OC(C)C)n(C)c(=O)c2c1C	1%
9	O=C(OCCN1C(=O)c2ccccc2C1=O)c1cnccn1	1%
10	Nc1c(S(N)(=O)=O)cc(S(N)(=O)=O)cc1S(N)(=O)=O	-4%[5.75 µM]
11	C=Cn1c(C(=O)O)cc(CC)c1-c1ccccc1	6%
12	Cc1cccc(NC(=O)CSc2nnc([C@@H]3CCCN3C(=O)OC(C)(C)C)o2)c1C	-5%
13	CCOC(=O)N1CCN(C(=O)c2ccc(CN(c3ccc(C)c(C)c3)S(C)(=O)=O)cc2)CC1	5%
14	CN1[C@@H]2CC[C@H]1CC(NC(=O)c1nn(C)c3ccccc13)C2 (some centres not stated)	-2%
15	CCOc1ccc(CNc2ccc3c(c2)nc(C)n3C)cc1	-5%
16	CCSc1nc2ccccc2n1CC(=O)N1CCOCC1	5%
17	Cc1c(C(=O)OC2CCCCC2)sc2nc[nH]c(=O)c12	-5%
18	CC1(c2ccccc2)NC(=O)N(CCOc2ccccc2)C1=O (configuration not stated)	-1%
19	Cc1cccc(-c2nnc(SCc3cc(=O)[nH]c4ccccc34)n2C)c1	2%
20	Cn1c(=O)c2c(nc(N3CCCCCC3)n2CC(O)COc2ccc(Cl)cc2)n(C)c1=O (configuration not stated)	17%

Four of the compounds above, field by field:
(5) COc1ccccc1CCNS(=O)(=O)c1c(C)n(C)c(=O)n(C)c1=O
  AmpC inh det: 9%

(6) CC(=O)Nc1nonc1NC(=O)CSc1nc2ccccc2o1
  AmpC inh det: 4%

(7) CSc1nc2ccccc2n1CC(=O)N1CCCCC1
  AmpC inh det: 8%

(8) Cc1sc2nc(SCC(=O)OC(C)C)n(C)c(=O)c2c1C
  AmpC inh det: 1%

Following part:
item	Compound	AmpC inh det
21	COc1ccc(CNc2ncncc2-c2ccoc2)c(OC)c1	12%
22	CCOC(=O)c1[nH]c(C)c(C(=O)NCCCOC(C)C)c1C	-4%
23	O=C(c1noc2c1CCc1ccccc1-2)N1CCCc2ccccc21	-1%
24	Cc1cc(COc2ccccc2OCc2cc(C)no2)on1	-2%
25	CCSc1ccccc1C(=O)n1nnc2ccccc21	-8%
26	CCOC(=O)N1CCN(c2ccc(C(=O)c3ccccc3)cc2F)CC1	-6%
27	CCCC(C)(COC(N)=O)COC(N)=O	13%
28	O=C(CCCCn1c(=O)[nH]c2ccccc2c1=O)NCCc1c[nH]c2ccccc12	12%
29	CC(=O)OCc1cc2cccc(C)c2[nH]c1=O	-1%
30	O=C(C(Cc1ccccc1)NS(=O)(=O)c1cccc2nsnc12)N1CCC2(CC1)OCCO2 (configuration not stated)	-2%
31	O=C(Cn1nc(C(=O)O)c2ccccc2c1=O)NCCC1=CCCCC1	-5%
32	Cn1c(/C(C#N)=C(\O)c2ccc(S(=O)(=O)N3CCCCC3)cc2)nc2ccccc21	-3%
33	COc1ccc(CN2C(=O)CCC2(C)C(=O)NC2CCCC2)c(OC)c1 (configuration not stated)	1%
34	N[C@@](CC(=O)O)(Cc1ccccc1)C(=O)O	-1%[5.75 µM]
35	CN1CCc2c(sc3c2c(=O)n(-c2ccccc2)c2nnc(SCc4ccccc4F)n32)C1	1%
36	CCSC1(SCC)N=C(N)C2(C#N)C(c3ccccc3)NC(C)=C(C)C12C#N (configuration not stated)	-2%
37	Nc1nc(-c2cc(-c3cccc4ccccc34)nc(N)n2)cc(-c2cccc3ccccc23)n1	0%[5.75 µM]
38	COC(=O)c1sc(NC(=O)CSc2nnnn2-c2ccc(C)cc2C)nc1C	-3%
39	O=C1Nc2ccccc2C12Nc1ccccc1-c1nc3ccccc3n12 (configuration not stated)	-5%
40	O=c1cc(N2CCOCC2)[nH]c(=O)n1-c1ccc(Br)cc1	17%

5 successive entries out of the list so far:
item	Compound	AmpC inh det
27	CCCC(C)(COC(N)=O)COC(N)=O	13%
28	O=C(CCCCn1c(=O)[nH]c2ccccc2c1=O)NCCc1c[nH]c2ccccc12	12%
29	CC(=O)OCc1cc2cccc(C)c2[nH]c1=O	-1%
30	O=C(C(Cc1ccccc1)NS(=O)(=O)c1cccc2nsnc12)N1CCC2(CC1)OCCO2 (configuration not stated)	-2%
31	O=C(Cn1nc(C(=O)O)c2ccccc2c1=O)NCCC1=CCCCC1	-5%

Remaining list, next part:
item	Compound	AmpC inh det
41	O=C(O)CCC(=O)N1CCC(C(=O)c2cccc(Cl)c2)CC1	2%
42	COc1ccc(CC(=O)c2ccccc2C(=O)O)cc1	-2%
43	Cn1cc(Cl)c(C(=O)N2CCN(c3ncccn3)CC2)n1	27%
44	CC1CCC(C(C)C)C(OC(=O)COC(=O)c2cccn2C)C1 (configuration not stated)	-2%
45	CCOC(=O)N1CCN(C(=O)COc2ccc(S(=O)(=O)NC(C)C)cc2)CC1	11%
46	Cc1nc(C2CC(=O)OC23CCCCC3)cs1 (configuration not stated)	1%
47	CC(C)(C)NC[C@@H](O)c1ccc(O)c(CO)n1	-3%[5.75 µM]
48	COc1ccccc1CN1CCCC2(CCN(C(=O)c3cccc(F)c3)CC2)C1	1%
49	CC(=O)Nc1ccc(-n2c(C)nc(=O)c(-c3ccccc3)c2C)cc1	-2%
50	COc1ccc(CCNC(=O)C2CC(=O)N(C3CCCC3)C2)cc1OC (configuration not stated)	1%
51	C=CCN1C(c2ccccc2)=CS/C1=C(\C#N)c1nnc2n1CCCCC2	3%
52	Cn1c(=O)cc(SCC(=O)N2CCCC2)c2cc(Cl)ccc21	-7%
53	Cc1ccccc1NC(=O)c1cc(N)ccc1N1CCCCC1	-5%
54	CC(C)C(NC(=O)OCc1ccccc1)C(=O)OCC(=O)N1C(C)CCCC1C (configuration not stated)	-3%
55	COc1cccc(-c2cc(=O)c3ccccc3o2)c1N	-1%&0%
56	COc1c(Cl)ccc(Cl)c1C(=O)OCC(=O)O	8%
57	CCCCC(CC)C(=O)NCc1ccccc1OC (configuration not stated)	-4%
58	O=C(CCn1c(=O)sc2ccccc21)NCc1ccc2c(c1)OCO2	-3%
59	CCOC(=O)c1oc2ccc(Br)cc2c1NC(=O)CN1CCN(C)CC1	2%
60	O=C1N=C(N2CCOCC2)SC1=C1CCCCC1	-3%

item	Compound	AmpC inh det
61	Cc1ccc(C2(C)NC(=O)N(Cc3c(C)noc3C)C2=O)cc1 (configuration not stated)	6%
62	Cn1c(=O)c(-c2ccc(F)cc2)nc2cncnc21	-2%
63	Cc1ccc(OCC(=O)N2CCN(C(=O)Cc3ccccc3)CC2)cc1	7%
64	C/C(=C\c1cc(C(=O)O)c(C)o1)CO	0%
65	O=C(NCCCN1CCOCC1)c1ccc(CS(=O)(=O)Cc2ccc(Cl)cc2)o1	-1%
66	CC1=CCC2C(=O)N(c3cccc(C(=O)N(C)C4CCCCC4)c3)C(=O)C2C1 (configuration not stated)	0%
67	CC(C)CC(OC(=O)c1cccs1)C(=O)NCC1CCCO1 (configuration not stated)	-4%
68	CN(C)C(=O)Cn1cnc2c(cnn2-c2ccccc2Cl)c1=O	10%
69	O=C1CC(c2ccccc2)CC(O)=C1C=NCCN1CCN(C(=O)Nc2ccccc2)CC1 (configuration not stated)	-2%
70	Cc1noc(C)c1C(=O)N1CCN(CCc2ccccc2)CC1	-3%
71	Cc1nn(Cc2c(Cl)cccc2Cl)c(C)c1NC(=O)c1cc(C(C)C)on1	4%
72	COC(=O)[C@@]1(Cc2ccccc2)[C@H]2c3cc(C(=O)N4CCCC4)n(Cc4nc5ccccc5[nH]4)c3C[C@H]2CN1C(=O)c1ccccc1	0%
73	COC(=O)c1cccc(NC(=O)c2cccc(OC)c2)c1	-2%
74	CCOc1ccc2c(ccc(/C=C\c3cc(C)c4cccnc4c3O)[n+]2C)c1	-6%[5.75 µM]
75	O=C(Nc1ccccc1F)NC1CCN(Cc2nnnn2Cc2ccc(F)cc2)CC1	-4%
76	O=C(NCCc1ccccc1)C1CCN(C(=O)c2sccc2-n2cccc2)CC1	4%
77	COc1ccc(OC)c(S(=O)(=O)N(C)CC(=O)Nc2ccc3c(c2)OCCO3)c1	-3%
78	O=C1C[C@@H](c2ccc(O)cc2)Oc2cc(O)cc(O)c21	-1%
79	Cn1nc(CC(=O)Nc2ccc(N3CCN(C(=O)OC(C)(C)C)CC3)cc2)c2ccccc2c1=O	-3%
80	O=C(CSc1nc2c(cnn2-c2ccc(F)cc2)c(=O)[nH]1)N1CCOCC1	-3%

item	Compound	AmpC inh det
81	O=C(NC1CCCCC1)c1nc2c(nnn2Cc2ccccc2Cl)c(=O)[nH]1	6%
82	COc1ccccc1-c1coc2c(CN3CCN(CCO)CC3)c(O)ccc2c1=O	-3%
83	S=c1nc(-c2nc(=S)[nH]c3c2CCCCCCCCCC3)c2c([nH]1)CCCCCCCCCC2	-2%[5.75 µM]
84	Cn1c(=O)n(C)c2cc(C(=O)O)ccc21	-3%
85	Cn1c2c(c(=O)n(C)c1=O)C(c1ccc(Br)cc1)Nc1ccccc1O2 (configuration not stated)	-1%
86	COc1cc(NC(=O)c2cc(OC)c(OC)c(OC)c2)c(OC)cc1NC(=O)CN1CCCCC1	14%
87	COc1cccc(N(C(=O)CNC(=O)c2ccco2)C(C(=O)NC2CCCCC2)c2ccncc2)c1 (configuration not stated)	5%
88	O=C(CSc1nnc2scc(-c3ccccc3)n12)Nc1nsc(-c2ccc(Cl)cc2)n1	-6%
89	Cc1coc(C)c1C(=O)CC1(O)C(=O)Nc2cc(Cl)cc(Cl)c21 (configuration not stated)	-4%
90	Clc1ccc(OCc2nc(-c3ccccn3)n[nH]2)cc1	-4%
91	CCc1nc(N2CCCCC2)c2oc3ccccc3c2n1	-3%
92	COCCOC(=O)c1[nH]c2c(c1C)C(=O)C(C(=O)OC)C(C)C2 (configuration not stated)	2%
93	CCCCOc1ccc(C2(C(=O)O)CCCC2)cc1	-1%
94	c1ccc(SCc2nc(-c3ccncc3)no2)cc1	-5%
95	COc1ccc(CCn2nnnc2C(c2ccccc2)N2CCN(C)CC2)cc1OC (configuration not stated)	31%
96	CN1C(=O)OC(C)(C)C1=O	-3%[12.8 µM]
97	COc1ccccc1NC(=O)N1CCC(C(=O)c2ccc(F)cc2)CC1	-2%
98	COc1ccc(C2(C(=O)Nc3c(C)n(C)n(-c4ccccc4)c3=O)CCCC2)cc1OC	-4%
99	Cc1nnc(SCC(=O)Nc2ccc3c4c(cccc24)CC3)n1C	-2%
100	COc1ccc(-c2csc(NC(C)=O)n2)cc1OC	-7%

item	Compound	AmpC inh det
101	Cc1n[nH]c(C)c1C(=O)CC1(O)C(=O)N(CCc2ccccc2)c2ccc(Cl)cc21 (configuration not stated)	-7%
102	CN(C)/N=N\c1nc[nH]c1C(N)=O	0%[12.8 µM]
103	O=C1CCc2cc(S(=O)(=O)N3CCN(C(=O)c4ccco4)CC3)ccc2N1	0%
104	Cc1cc(C)c2c(n1)sc1c(N3CCN(CCO)CC3)ncnc12	-5%
105	CCN(CC(=O)NC)S(=O)(=O)c1ccc(C)cc1	-6%
106	c1nc(NCCc2cnc[nH]2)c2[nH]cnc2n1	-2%[5.75 µM]

Random excerpt: 4 records from the list
item	Compound	AmpC inh det
106	c1nc(NCCc2cnc[nH]2)c2[nH]cnc2n1	-2%[5.75 µM]
105	CCN(CC(=O)NC)S(=O)(=O)c1ccc(C)cc1	-6%
104	Cc1cc(C)c2c(n1)sc1c(N3CCN(CCO)CC3)ncnc12	-5%
101	Cc1n[nH]c(C)c1C(=O)CC1(O)C(=O)N(CCc2ccccc2)c2ccc(Cl)cc21 (configuration not stated)	-7%

Screens deposited in PubChem BioAssay by National Center for Advancing Translational Sciences (NCATS).
